Bioassay records: PubChem, several laboratories
BoNT-A LC inh2 – BoNT/A light chain protease inhibitors, primary screen, biochemical, flow cytometry, MLPCN library; Botulinum neurotoxin type A light chain protease (Clostridium botulinum A str. ATCC 3502); multiplex microsphere protease substrate cleavage; inhibition, % at 10 µM; 360,000 compounds, 0.17% hits; AID 588499, 2011; further: plate controls were buffer without enzyme for full effect and enzyme alone for no effect
BoNT F protease – BoNT/F light chain protease inhibitors, primary screen, biochemical, flow cytometry, MLPCN library | 360,000 compounds, 0.22% hits | Botulinum neurotoxin type F light chain protease (Clostridium botulinum) | Multiplex microsphere protease cleavage assay | inhibition, % at 10 µM | AID 588497, 2011; in the data active means inhibition above about 35%, passing the limit was not always enough; inconclusive means no clear call, values can overlap the other calls; further: plate controls were buffer without enzyme for full effect and enzyme alone for no effect
FadD28 binding – inhibitors of FadD28 bisubstrate probe binding, primary screen, biochemical, fluorescence polarization, single point | Mycobacterium tuberculosis FadD28 fatty-acid-AMP ligase | inhibition, % at 12.5 µM | 360,000 compounds, 0.22% hits | AID 588549, 2011; in the data active means inhibition above about 8.5%, passing the limit was not always enough; inconclusive means no clear call, values can overlap the other calls
Yp Topo-I inh – Yersinia pestis topoisomerase I inhibitors, primary screen, biochemical, cleavage product accumulation, plate reader, single point; Y. pestis Topo-I cleavage product accumulation; activity, % at 10 µM; 360,000 compounds, 0.064% hits; AID 504884, 2011; in the data active means activity above about 50%, passing the limit was not always enough; inconclusive means no clear call, values can overlap the other calls; further: inactives centre near 2
CCHFV vOTU inh – CCHFV vOTU protease inhibitors, primary screen, biochemical, Pep-AMC substrate, fluorescence; Crimean-Congo hemorrhagic fever virus L polyprotein viral ovarian tumor (vOTU) protease …; inhibition, % at 11.5 µM; 370,000 compounds, 0.55% hits; AID 651958, 2012; in the data active means inhibition above about 30%; further: 0% = vehicle wells with enzyme and 100% = no enzyme wells
TcdB inh – TcdB glycohydrolase inhibitors, primary screen, biochemical, single point, plate reader; Toxin B (Clostridioides difficile), P18177; TcdB glycohydrolase enzymatic assay; inhibition, % at 9.99 µM; 350,000 compounds, 0.24% hits; AID 652162, 2013; in the data active means inhibition above about 10%
Anthrax LF prot – Bacillus anthracis LF protease inhibitors, primary screen, biochemical, multiplex microsphere, MLPCN library; Lethal factor (Bacillus anthracis), P15917; multiplex microsphere protease cleavage assay; 360,000 compounds, 0.12% hits; inhibition, % at 10 µM; AID 588501, 2011; further: plate controls were buffer without enzyme for full effect and enzyme alone for no effect
Target sequence (P15917 whole entry, looked up): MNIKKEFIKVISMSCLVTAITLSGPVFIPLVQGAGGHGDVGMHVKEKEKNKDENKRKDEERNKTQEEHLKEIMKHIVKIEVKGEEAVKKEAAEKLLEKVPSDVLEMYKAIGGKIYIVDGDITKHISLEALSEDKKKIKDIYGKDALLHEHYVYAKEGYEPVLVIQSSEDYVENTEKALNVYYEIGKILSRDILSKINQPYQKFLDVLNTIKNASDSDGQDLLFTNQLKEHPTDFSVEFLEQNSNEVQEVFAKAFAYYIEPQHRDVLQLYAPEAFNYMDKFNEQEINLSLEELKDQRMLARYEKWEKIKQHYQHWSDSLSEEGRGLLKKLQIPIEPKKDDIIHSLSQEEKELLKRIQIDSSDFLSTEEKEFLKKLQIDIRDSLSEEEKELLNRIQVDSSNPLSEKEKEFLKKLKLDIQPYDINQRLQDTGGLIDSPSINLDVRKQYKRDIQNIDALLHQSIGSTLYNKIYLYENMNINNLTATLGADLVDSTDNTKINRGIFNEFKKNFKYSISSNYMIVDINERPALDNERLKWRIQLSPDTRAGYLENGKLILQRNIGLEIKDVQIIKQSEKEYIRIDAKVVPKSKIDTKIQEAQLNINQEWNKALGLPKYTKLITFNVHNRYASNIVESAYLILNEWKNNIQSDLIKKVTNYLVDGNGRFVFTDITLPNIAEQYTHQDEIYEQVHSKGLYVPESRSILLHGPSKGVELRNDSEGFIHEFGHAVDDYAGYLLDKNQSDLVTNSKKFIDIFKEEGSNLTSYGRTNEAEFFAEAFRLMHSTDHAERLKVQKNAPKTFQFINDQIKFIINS
PrPC TRFRET – inhibitors of human cell surface prion protein PrPC, primary screen, cell-based, TR-FRET; Major prion protein (Homo sapiens), P04156; TR-FRET read-out; inhibition, % at 13.8 µM; 370,000 compounds, 0.43% hits; AID 720596, 2013; in the data active means inhibition above about 24%; further: 0% = median of the test wells and 100% = reference compound wells
PfHsp40 rescue – rescue of yeast from PfHsp40 toxicity, primary screen, S. cerevisiae, ATP luminescence; S. cerevisiae expressing PfHsp40, growth rescue; growth rescue, % at 12.5 µM; 340,000 compounds, 0.68% hits; in the data active means growth rescue above about 28%, passing the limit was not always enough; inconclusive means no clear call, values can overlap the other calls;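 further: yeast W303a lacking pdr1 and pdr3 grown in galactose medium; growth measured after three days at 30 °C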
Starred values were filed as active, the others as inactive; ? = inconclusive; / = no result given. Unless noted, no stated cut-off is given here; in the data, active means inhibition above about 30%; inconclusive means no clear call, values can overlap the other calls; inactive means below that.

smiles	BoNT-A LC inh2	BoNT F protease	FadD28 binding	Yp Topo-I inh	CCHFV vOTU inh	TcdB inh	Anthrax LF prot	PrPC TRFRET	PfHsp40 rescue
O=C(NCc1ccc(Cl)cc1)c1ccc(OCC2CCCO2)cc1 (configuration not stated)	1.4	19	-4.0	-2	6	2.6	8	-3	-1.1
O=C(NN=C1CCCCCC1)c1cccnc1	-1.2	-6	-4.3	5	9	-13	-4	5	-0.4
Cc1cc(=O)oc2cc(OCC(=O)Nc3nnc(CC(C)C)s3)ccc12	0.3	35*	-3.6	3	0	/	4	8	0.3
O=C(C(Cl)Cl)N1CCN(Cc2ccc3c(c2)OCO3)CC1	-3.9	?	0.4	-3	-8	0.8	17	-2	-0.8
O=C(c1ccc(Cl)cc1)N1CCC(c2nc(-c3cccs3)no2)CC1	-5.1	-6	-2.2	-4	-5	1.7	-1	-3	0.3
COc1ccc2[nH]cc(CCNC(=O)Cc3ccc(Cl)cc3)c2c1	0.8	-4	0.0	13	7	0.9	6	14	0.5
CC1CCN(CCNC(=O)C2CCCN(c3ncnc4c3nc3n4CCCCC3)C2)CC1 (configuration not stated)	-0.9	-9	-4.0	5	-8	1.6	1	2	-0.9
O=C(COC(=O)c1cc(Br)ccc1O)c1ccc(F)cc1	-0.4	-6	-0.9	10	-5	-1.1	-3	-3	-0.5
CCn1c(=S)[nH]c2scc(-c3cccs3)c2c1=O	-5.4	-21	-0.7	1	2	0.3	-7	12	0.1
COc1ccc(-n2c(C)cc(C(=O)NC3CCCCC3)c2C)cc1	-1.2	-16	0.0	33	0	5.5	-2	3	4.7
CC(C)(C#N)NC(=O)c1ccco1	0.5	9	-4.4	-5	1	/	5	1	0.1
O=c1nccc(NCc2ccco2)[nH]1	0.3	2	-4.4	4	-4	/	0	4	0.0
CCOc1cc(CN2CCN(C(=O)c3cccc4ccccc34)CC2)ccc1OC	1.2	8	-3.2	23	8	0.7	-12	-10	-1.0
Cc1ccc(S(=O)(=O)CCc2nnc(NC(=O)c3ccco3)s2)cc1	1.3	-5	-3.7	0	/	/	1	/	-0.5
CC1(C)Cc2c(c(N3CCOCC3)nc3sc(C(=O)Nc4ccc(Cl)cc4)c(N)c23)CO1	-0.9	-20	0.1	-4	27	-10	-11	19	1.1
Cc1ccc(-c2ocnc2C(=O)Nc2nc(C)cs2)cc1	-3.5	14	-1.7	-1	3	-0.5	12	2	-1.1
CN(C)C1(c2nnnn2-c2ccc(Cl)cc2)CCCCC1	0.0	-13	?	-7	-7	0.4	-12	-2	-0.6
CCN(CC)CCNc1oc(-c2ccccc2)nc1S(=O)(=O)c1ccccc1	/	/	-2.4	-12	3	1.2	/	3	-0.6
O=C(COC(=O)CNC(=O)C1CCCCC1)Nc1ccccc1Cl	-0.5	0	1.2	-3	2	0.1	-4	-4	-1.2
CCCCCN1CC(O)=C(c2nc3ccccc3[nH]2)C1=N	-0.7	-4	-0.3	-2	-5	1.4	2	3	-0.8
CCN(CC)S(=O)(=O)c1ccc(C)c(C(=O)Oc2cccc(-c3cnc4ccccc4n3)c2)c1	5.6	35*	0.3	6	1	1.9	-1	-5	0.0
CC(Oc1ccc(Cl)cc1)c1ccnn1S(=O)(=O)c1ccccc1 (configuration not stated)	0.6	-6	-1.9	5	8	/	0	11	17
CC(=O)CSc1nnc(Cc2ccc([N+](=O)[O-])cc2)o1	0.9	4	-2.6	-8	-7	/	-4	-17	-0.1
O=C(NCc1ccccc1CN1CCCC1)c1cccc(S(=O)(=O)Nc2ccc(F)cc2)c1	/	/	-0.6	-2	16	0.1	/	4	0.7
O=C(CCNC(=O)c1ccc(Cl)cc1)NCC(c1ccco1)N1CCCC1 (configuration not stated)	0.2	-5	0.3	2	3	-0.1	1	5	-0.4
Cn1c(N)c(C(=O)COC(=O)Cc2ccc(F)cc2)c(=O)n(C)c1=O	-3.0	-6	-2.3	-6	-4	1.1	-3	5	0.3
Cc1ccc(S(=O)(=O)N(CC(=O)NCC2CCCO2)Cc2ccc(F)cc2)cc1 (configuration not stated)	-1.2	-7	-1.8	11	2	0.8	3	-6	-0.5
CCOC(=O)N1CCN(C(=O)c2ccc3c(=O)n(-c4ccccc4F)c(=S)[nH]c3c2)CC1	0.5	-4	-0.2	-12	11	3.3	-6	8	0.2
O=C(NCC1CCCO1)C1CCCN(S(=O)(=O)c2cc(Cl)ccc2Cl)C1 (configuration not stated)	-1.5	3	-1.9	7	-1	0.8	-3	3	-0.6
Cc1cc(C)n(-c2ccc(C(=O)OCC(=O)Nc3ccccc3[N+](=O)[O-])cc2)n1	-0.2	-4	-2.9	0	-3	0.1	-3	2	-0.8
COc1cc(C(=O)NC2CC2)cc(OC)c1OC	0.7	15	/	/	9	0.4	-2	-8	/
O=[N+]([O-])c1cccc(S(=O)(=O)c2ccc(NCCOCCO)c([N+](=O)[O-])c2)c1	-6.9	-29	0.5	4	-7	-1.6	2	-23	0.5
O=C(Nc1ccc(Br)cc1Cl)c1cnccn1	?	-7	-0.1	-3	6	5.1	-3	-5	-0.7
CCOC(=O)c1ccccc1NC(=O)c1ccc2c(SCC(=O)O)c3c(nc2c1)CCCC3	-0.3	-1	-21	24	-1	-1.3	2	4	0.8
FC(F)(F)c1ccccc1CCN1CCNCC1	0.4	8	0.9	1	-4	1.7	-8	2	0.3
COCCn1c(C)cc(C(=O)COC(=O)c2ccc([N+](=O)[O-])o2)c1C	-0.6	-4	1.1	-8	24	1.2	0	-20	5.7
C/C(COc1ccccc1)=N\NC(=O)c1nnn(-c2nonc2N)c1CSc1ccc(C)cc1	-0.1	-1	-1.8	-2	10	-1.2	-7	3	/
O=C(NC(=S)Nc1ccc2c(c1)OCO2)c1ccccc1	0.0	-7	-2.8	8	5	0.5	-2	7	4.9
CS(=O)(=O)N(CC(=O)N1CCCC1)c1cc(C(F)(F)F)ccc1Cl	-0.9	-5	0.5	7	-2	1.4	-4	-4	-0.4
CCC(O)(Cc1ccccn1)Cc1ccccn1	0.3	1	/	-3	1	-1.0	2	-4	-2.3
O=C(/C=C/c1ccc(Cl)cc1)Nn1c(-c2cccs2)nc2ccccc2c1=O	-0.5	-2	-0.9	10	-3	0.6	4	1	-0.2
CCN1CCN(CC(=O)N2N=C(c3cccs3)CC2c2ccc(C)cc2)C(=O)C1=O (configuration not stated)	-1.1	5	0.1	8	-5	0.5	-5	-14	-0.2
NC(=O)C1CC(=O)N(c2ccc(OCC(=O)Nc3ccc(Cl)cc3)cc2)C1 (configuration not stated)	0.9	-3	-0.7	-1	8	-1.3	0	10	0.1
CCOc1ccccc1N1CCN(CC(=O)Nc2nc(C)c(C(=O)N(C)C)s2)CC1	-1.5	-5	1.5	2	-3	1.3	0	5	0.7
Cc1ccc(C2C(C#N)=C3N=C(N)c4ccccc4N3C3=C2C(=O)CCC3)cc1 (configuration not stated)	-0.2	-7	0.2	3	8	1.4	2	-1	-0.4
Cc1ccc(S(=O)(=O)N2CCN=C2c2ccccc2)cc1C	-4.5	-62	0.5	16	-3	/	-5	-4	0.3
O=C(Nc1ccncc1)c1ccc([N+](=O)[O-])cc1Cl	-2.4	-3	-2.4	-1	0	3.4	6	-27	0.2
CN1CCN(C(=O)c2cc3nc(-c4ccc(F)cc4)cc(C(F)(F)F)n3n2)CC1	-0.8	-8	-3.3	7	19	/	-1	0	1.1
CN(c1ccccc1)S(=O)(=O)c1cccc(NC(=O)Cn2cnc3ccccc3c2=O)c1	-1.2	?	1.3	-2	4	/	-2	7	0.5
CCn1c(SCc2nc3ccccc3c(=O)[nH]2)nnc1C(C)NC(=O)c1ccccc1 (configuration not stated)	0.0	-3	-4.3	-8	11	2.2	0	0	0.0

3 structures from above, ordered by SMILES length, lowest first.
smiles	BoNT-A LC inh2	BoNT F protease	FadD28 binding	Yp Topo-I inh	CCHFV vOTU inh	TcdB inh	Anthrax LF prot	PrPC TRFRET	PfHsp40 rescue
O=C(Nc1ccc(Br)cc1Cl)c1cnccn1	?	-7	-0.1	-3	6	5.1	-3	-5	-0.7
O=C(/C=C/c1ccc(Cl)cc1)Nn1c(-c2cccs2)nc2ccccc2c1=O	-0.5	-2	-0.9	10	-3	0.6	4	1	-0.2
C/C(COc1ccccc1)=N\NC(=O)c1nnn(-c2nonc2N)c1CSc1ccc(C)cc1	-0.1	-1	-1.8	-2	10	-1.2	-7	3	/

The listing continues:
smiles	BoNT-A LC inh2	BoNT F protease	FadD28 binding	Yp Topo-I inh	CCHFV vOTU inh	TcdB inh	Anthrax LF prot	PrPC TRFRET	PfHsp40 rescue
COc1ccccc1OCc1nc2ccccc2n1C	0.7	2	-2.0	6	5	-0.6	3	3	-0.4
COc1cccc(NC(=O)CC(=O)c2ccc([N+](=O)[O-])cc2)c1	0.6	-6	?	-13	-1	0.9	-1	-22	-0.6
COc1ccc(Cn2c(O)c(/C=N/NC(=O)c3ccccc3)c(=O)[nH]c2=O)cc1	-1.4	-6	-6.8	16	3	1.3	1	10	0.9
Cc1nn(C)c(C(=O)NNC(=O)Nc2cccc(C(F)(F)F)c2)c1Cl	0.2	-2	-0.3	-14	5	0.7	0	9	1.9
Cc1ccc(NC(=S)N2CCN(C(=O)C3CCCO3)CC2)c(C)c1 (configuration not stated)	?	1	0.4	-4	4	/	0	-2	1.0
O=C(Cc1ccc(Cl)cc1Cl)NCC1(N2CCOCC2)CCCCC1	0.5	-2	2.4	-4	-5	0.1	-5	-2	1.5
CCCCN1C(=O)C(=O)NC[C@@H]1Cc1ccc(O)cc1	0.7	2	/	/	-6	0.5	2	5	/
COc1cc(NC(=O)C2CCN(c3cnccn3)CC2)cc(OC)c1	0.1	-2	-5.0	1	-9	-0.9	5	2	1.3
CCOc1ccc(C(=O)Nc2cc(OC)ccc2OC)cc1	0.7	-3	-1.3	0	-5	/	-9	7	2.0
CC(C)CC(=O)NC(C)C(c1cccs1)N1CCOCC1 (configuration not stated)	0.9	-3	0.9	3	8	0.3	0	2	-0.6
N#Cc1ccc(OCC(=O)N2CCN(S(=O)(=O)c3cccc(Cl)c3)CC2)cc1	-0.5	0	-1.7	6	13	-0.3	0	4	0.6
CC(=O)/C(N=Nc1cc2c(cc1[N+](=O)[O-])OCCO2)=C(\C)O	0.1	2	0.2	0	21	1.3	8	6	0.0
COc1ccc(Nc2nc(-c3cccnc3)cs2)c(OC)c1	0.4	5	1.6	-4	2	2.3	-4	-2	0.0
CC1CCN(C(=O)C(=O)c2cn(CC(=O)N3CCCCCC3)c3ccccc23)CC1	37*	8	-0.4	15	0	-0.1	38*	14	-0.6
CC(C)Cn1cc(-c2cccc3nccn23)cn1	-0.2	2	-1.2	3	-37	0.4	6	-7	/
CCOc1ccc(C(=O)C2CCN(C(=O)c3ccccc3C(=O)O)CC2)cc1	-1.5	-9	-2.8	4	-4	/	-2	-3	0.6
CCN(CC)S(=O)(=O)c1ccc(Cl)c(NC(C)=O)c1	-1.0	0	0.5	7	-3	1.0	-5	-1	-1.1
Cc1ccc2cc(C(c3nnnn3C3CCCC3)N(Cc3ccco3)Cc3cccs3)c(=O)[nH]c2c1 (configuration not stated)	-2.2	-5	-2.3	22	13	/	-3	-2	-0.5
CCC(Sc1nncn1C)C(=O)Nc1nnc(-c2ccc(Cl)cc2)s1 (configuration not stated)	0.3	-2	0.5	-2	5	0.9	3	-2	-0.9
O=S1(=O)CSCS(=O)(=O)C1	-0.5	-7	0.1	-2	-2	1.5	-3	-3	0.8

Compounds as they come (roughly 2.3% active in at least one column).
